TDP1 block = qHTS Assay for Inhibitors of Tyrosyl-DNA Phosphodiesterase (TDP1); recombinant TDP1, AlphaScreen DNA substrate cleavage; Potency, µM (series often up to 130 µM), inactives show at the top dose activity change, negative = inhibition, hits mostly inhibitors; 0.28% of 350,000 active; AID 485290, 2010; also: nearly all actives have a fitted effect of over 40% in size
Target sequence (Q9NUW8 whole entry, looked up): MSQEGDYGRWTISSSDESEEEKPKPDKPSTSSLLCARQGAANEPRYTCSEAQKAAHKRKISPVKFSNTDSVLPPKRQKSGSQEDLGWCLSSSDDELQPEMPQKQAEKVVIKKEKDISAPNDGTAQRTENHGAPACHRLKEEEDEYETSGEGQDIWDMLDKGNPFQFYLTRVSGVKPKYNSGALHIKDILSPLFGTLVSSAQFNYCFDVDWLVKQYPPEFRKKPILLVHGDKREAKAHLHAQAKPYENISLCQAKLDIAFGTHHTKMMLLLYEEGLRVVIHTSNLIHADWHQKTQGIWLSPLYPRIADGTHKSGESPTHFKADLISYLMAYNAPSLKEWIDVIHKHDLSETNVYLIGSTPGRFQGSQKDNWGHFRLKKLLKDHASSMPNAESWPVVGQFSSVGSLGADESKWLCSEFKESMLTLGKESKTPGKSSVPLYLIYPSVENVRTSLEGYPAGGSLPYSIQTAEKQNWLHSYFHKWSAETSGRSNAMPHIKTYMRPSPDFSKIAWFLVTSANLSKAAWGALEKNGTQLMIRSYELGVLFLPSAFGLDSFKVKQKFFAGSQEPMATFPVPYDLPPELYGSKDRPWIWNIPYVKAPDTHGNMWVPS
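Compounds were preincubated with Tdp1 (1 nM final) for 15 min at room temperature before substrate (15 nM final) started a 5 min reaction; beads (10 ug/ml final) were then added for 10 min before AlphaScreen detection.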
DT40 TDP1 CPT = qHTS for Inhibitors of human tyrosyl-DNA phosphodiesterase 1 (TDP1): qHTS in cells in presence of CPT. AID 686979, 2013. Potency, µM (doses to about 46.2 µM), inactives show top-dose activity change, negative = growth inhibition, actives largely listed as inhibitors. chicken DT40 Tdp1-/-;hTDP1 cells + 20 nM CPT, ATP luminescence, 48 h. 12% of 420,000 active; also: nearly all actives have a fitted effect of over 55% in size
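Chicken DT40 Tdp1-/- cells complemented with human TDP1, 400 cells/well, exposed to compounds plus 20 nM camptothecin for at least 48 h at 37 C; viability read as ATP content by CellTiter-Glo luminescence.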
TDP1 cell noCPT = qHTS for Inhibitors of human tyrosyl-DNA phosphodiesterase 1 (TDP1): qHTS in cells in absence of CPT; DT40 Tdp1-/- hTDP1 cells, no CPT, ATP luminescence, 48 h; Potency, µM (doses to about 46.2 µM), without a hit: at the highest dose activity change, negative = growth inhibition, hits mostly inhibitors; 15% of 420,000 active; also: nearly all actives have a fitted effect of over 55% in size
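Readout: luminescence from CellTiter-Glo after 30 min in the dark at RT. Cells: DT40 Tdp1-/- with stable hTDP1, 400/well. Exposure: compounds alone, ≥48 hr, 37 °C.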
Active calls of the source: *; ? = inconclusive; . = not tested or not shown; & = joins results of further samples; [ ] = dose if it differs, or a comment. Calls follow the shape of the dose curve; as a rule, active = well fitted curve in the direction sought with a large enough effect; inconclusive = small, poorly fitted or top-dose-only effect, or another doubt; inactive = no such curve, though single readings can be large; an effect the other way counts as inactive or inconclusive. % is scaled to controls: 0 for no effect and ±100 for the full control effect; potency is read from the fitted curve at half-maximal effect.

Value order: TDP1 block	DT40 TDP1 CPT	TDP1 cell noCPT
> N#Cc1ccccc1COc1ccc(/C=C/C(=O)O)cc1
 : 5%	21%	-1%
> COc1cccc(N2CC(NS(=O)(=O)c3ccc(Cl)cc3)CC2=O)c1 (stereo not given)
 : .	-12%	-18%
> COc1cc(OC)cc(-c2nnc(SCc3c(F)cccc3Cl)o2)c1
 : -7%	?	23µM*
> O=C(O)c1ccc(S(=O)(=O)c2ccc([N+](=O)[O-])cc2[N+](=O)[O-])cc1
 : .	21µM*	?
> CCOC(=O)c1ccc(CNCc2ccccc2)cc1
 : 0%	-9%	?
> COc1cc(N=C2C(=O)N3c4c(cccc42)C(C)=CC3(C)C)cc(OC)c1
 : 9%	6.5µM*	5.2µM*
> Cc1ccc(C(=O)Nc2nc3ccccc3c(=O)s2)cc1
 : 6%	18µM*	18µM*
> Cc1cc(Cl)cc(C)c1OCC(=O)N1CCN(c2ncccn2)CC1
 : -6%	?	?
> CN(CCOC(=O)c1ccc2c(c1)OCO2)C(C)(C)C
 : -4%	-3%	6%
> O=C(c1nc2ccccn2c1CNCCCn1ncc2ccccc21)N1CCCC1
 : 0%	0%	-29%
> O=C(C1COc2ccccc2O1)N(Cc1cccnc1)c1nc2ccc(F)cc2s1 (stereo not given)
 : 0%	-6%	1%
> Cc1ccc(C(=O)CCC(=O)Nc2ccc(C)cc2C)cc1
 : -4%	-8%	-1%
> COc1ccc(NC(=O)CN2C(=O)CCc3cc(S(=O)(=O)N4CCOCC4)ccc32)cc1Cl
 : -1%	-27%	-20%
> CCCc1nc2nc(C)c(NS(=O)(=O)c3ccc(Cl)cc3)c(=O)n2[nH]1
 : 4%	-25%	-21%
> O=C1N=C(N2CCOCC2)S/C1=C1\C(=O)N(Cc2ccccc2)c2ccccc21
 : 3%	-22%	-23%
> CN(Cc1ccccc1)C(=O)CN1C(=O)NC2(CCCCCCC2)C1=O
 : 0%[56.1 µM]	-15%	?
> Cc1ccc(C(=O)NCC(C)NC(=O)c2ccc(C)c(C)c2)cc1C (stereo not given)
 : .	?	26µM*
> COc1ccc(S(=O)(=O)NC(C)C(=O)NCc2ccccn2)cc1OC (stereo not given)
 : 0%	-2%	-7%
> Fc1cccc(NC(=S)NCc2cccnc2)c1
 : 8%	-4%	-15%
> CCN1CCN(C(=O)C2CCC(CNS(=O)(=O)c3ccccc3)CC2)CC1 (stereo not given)
 : -2%	?	-19%
> COc1cccc(C=Nc2cccc3c(=O)[nH][nH]c(=O)c23)c1O
 : -2%	-15%	-4%
> O=C(COC(=O)/C=C/c1ccccc1)NCc1cccs1
 : -1%	-9%	-23%
> CN(C)c1ccc(CNS(=O)(=O)c2csc(C(N)=O)c2)cc1
 : 3%&8%	23µM*	7.3µM*
> COc1cccc(NC(=O)CN(C)CC(=O)Nc2ccc(C)c(S(=O)(=O)N3CCOCC3)c2)c1
 : .	-26%	-11%
> Cc1cn2c(=O)cc(COC(=O)C(C)Oc3ccccc3)nc2s1 (stereo not given)
 : 6%	-9%	-18%
> N=c1ncn(C2OC(CO)C(O)C2O)c2nc(Br)[nH]c12 (stereo not given)
 : .	-1%	?
> O=C(NCCCO)/C(=C\c1ccco1)NC(=O)c1ccc(Br)o1
 : 3%	-10%	-16%
> Cc1ccc(O)c(C(=O)c2cnc3c(c2)c(=O)n(C)c(=O)n3C)c1
 : 3%	?	?
> CC(C)CC(=O)Nc1cccc(-c2nc3ncccc3o2)c1
 : .	?	-20%
> CCOC(=O)N1CCN(Cc2nc3cc(NC(=O)c4ccc(F)cc4)ccc3n2C(C)C)CC1
 : 2%	0.92µM*	1µM*
> Cc1ccccc1-c1cncnc1N(C)Cc1ccco1
 : 22µM*	5%	-12%
> Cc1c(Cl)ccc2sc(NC(=O)c3ccc(S(=O)(=O)N4CCCC4)cc3)nc12
 : -5%	-25%	-21%
> Oc1ccccc1-c1cnc2cccnn12
 : .	16µM*	?
> CN(C)c1ccc(NC(=O)CN2CCN(c3ccc(F)cc3)CC2)cc1
 : 6%	0%	1%
> CCc1ccc(N(C(=O)CCC(=O)Nc2cc(C)on2)C(C(=O)NC2CCCC2)c2ccco2)cc1 (stereo not given)
 : 9%[56.1 µM]	?	?
> CCOC(=O)C1=C(C)NC(=O)NC1c1ccc(OCC(N)=O)cc1 (stereo not given)
 : 2%	-5%	1%
> Cc1ccc(S(=O)(=O)NC2CC3CCC2C3)cc1 (stereo not given)
 : .	5%	3%
> CCNC(=O)COC(=O)c1sccc1C
 : 2%	-8%	-10%
> COc1ccccc1NS(=O)(=O)c1ccc(NC(=O)c2ccncc2)cc1
 : 5%	?	?
> COc1ccc(C2CC(=O)c3cnc4c(-c5ccccc5)c(C)nn4c3C2)c(OC)c1 (stereo not given)
 : -2%	-13%	-13%

The closing 2 records of the part above lead into the next:
Value order: TDP1 block	DT40 TDP1 CPT	TDP1 cell noCPT
> COc1ccccc1NS(=O)(=O)c1ccc(NC(=O)c2ccncc2)cc1
 : 5%	?	?
> COc1ccc(C2CC(=O)c3cnc4c(-c5ccccc5)c(C)nn4c3C2)c(OC)c1 (stereo not given)
 : -2%	-13%	-13%
> Cc1cccc(-n2nnnc2SC(C)C(=O)NCCC2=CCCCC2)c1 (stereo not given)
 : 6%	-7%	-1%
> O=C(Cn1c(=O)n(-c2ccc(F)cc2)c(=O)c2sccc21)NC1CCCCC1
 : 4%	-2%	9%
> COc1ccc(/C=N/NC(=O)CNS(=O)(=O)c2ccccc2)cc1
 : 0%	8%	-5%
> CC(=O)/C(=C/Nc1ccc(Oc2ccccc2)cc1)c1ccccc1
 : 0%	?	18µM*
> CCCn1c(-c2cc(OC)c(OC)c(OC)c2)nc2c1c(=O)[nH]c(=O)n2Cc1ccccc1
 : 3%[0.0935 µM]	3.3µM*	-97%
> CN(C)C=Nc1c(Br)cc(Br)c2nonc12
 : -3%	-5%	5%
> O=C(Nc1cc(C(F)(F)F)cc(C(F)(F)F)c1)c1ccc(Cn2cc(C(F)(F)F)ccc2=O)cc1
 : 8%	21µM*	16µM*
> Cn1c(CNC(=O)CSc2nc(-c3cccc(Cl)c3)nc3cc(=O)[nH]n23)nc2ccccc21
 : -3%	-15%	1%
> O=C(Nc1ccccc1-c1ccccc1)C1CCC1
 : 2%	4%	9%
> O=C(NCCSCc1c(F)cccc1Cl)c1ccc(CN2CCOCC2)cc1
 : -2%	?	?
> COc1ccc(N2C(=O)c3ccccc3NC(=O)C2C(=O)Nc2ccc3c(c2)OCCO3)cc1 (stereo not given)
 : .	?	-19%
> Cc1ccc(N2C(=O)CCSC23C(=O)N(Cc2ccc(F)cc2)c2ccccc23)cc1 (stereo not given)
 : -8%	8.2µM*	8.2µM*
> CCOC(=O)c1[nH]c2ccc(OC)cc2c1NC(=S)N1CCN(c2cccc(C)c2C)CC1
 : 1%	?	?
> CC(C)(C)NC(=O)C(c1ccccn1)N(C(=O)c1ccc2c(c1)OCCO2)C1CCCC1 (stereo not given)
 : 6%	-16%	-16%
> N=C1C(=O)NC(=O)C1c1ccccc1 (stereo not given)
 : .	-2%	-24%
> Cc1ccc(C)c(-n2c3nc(=O)[nH]c(=O)c-3cc3c(C)nn(-c4ccccc4)c32)c1
 : 2%	-2%	10%
> CCC(=O)N1CCc2cc(S(=O)(=O)NCCC(=O)N3CCN(c4ccccn4)CC3)ccc21
 : 5%	-1%	?
> COc1ccc(NC(=O)COC(=O)C23CC4CC(CC(O)(C4)C2)C3)cc1Cl
 : 0%	?	?
> O=C(N[C@@H](Cc1ccc(O)cc1)C(=O)O)c1cccnc1
 : 9%	4%	-1%
> C/C(=N\O)C(C)(C)Nc1ccc(Br)cc1
 : .	16%	-26%
> COc1ccccc1NC(=O)CSc1n[nH]c(-c2ccco2)n1
 : .	7%	-16%
> CCCNC(=O)C1(C)CCCN(C(=O)c2cc(C)nn2C(C)(C)C)C1 (stereo not given)
 : .	12µM*	?
> CC[C@@]12C(=O)N(c3cccc(F)c3)C(=O)N1[C@H](c1ccc(Cl)cc1)[C@@H]1C(=O)N(C3CCCCC3)C(=O)[C@@H]12
 : 0%	?	?
> O=C1/C(=C/c2ccccc2)SC(=S)N1CCCC(=O)N1CCCCC1CCO (stereo not given)
 : 7%	?	?
> CCn1nc(C)c(/C=N/NC(=O)c2nc3nc(C)cc(C)n3n2)c1C
 : .	16%	-1%
> Oc1cc2cc(-c3csc(-c4ccc(F)cc4)n3)ccc2[nH]1
 : .	1.1µM*	2.8µM*
> C=CCOc1ccc(/C=C/C(=O)OCC(=O)NC2CCCCCC2)cc1
 : 2%	-4%	-3%
> Cc1ccc(CNC(=O)c2[nH]c(C(F)(F)F)nc2-c2ccccc2)cc1
 : .	?	21µM*
> O=C(Nc1ccncc1)c1cc(S(=O)(=O)N2CCCCC2)ccc1Cl
 : -7%	9.2µM*	?
> CC(C)CN1C(=O)C(=O)N(CC(=O)N2CCN(c3ccccc3)CC2)C1=O
 : -6%[0.505 µM]	-5%	17%
> COc1cc(C(=O)NCCC(=O)NC2CCCc3ccccc32)cc(OC)c1OC (stereo not given)
 : 5%	3%	-12%
> Cc1cccc2cc(CN(CCN(C)C)C(=S)Nc3ccccc3)c(=O)[nH]c12
 : -3%	-30%	?
> Cc1ccc(C(=O)Nc2nnc(C3CCCCC3)s2)o1
 : 5%	-12%	-18%
> CCNc1ccc(Br)cc(C(=O)/C=C/c2ccc3c(c2)OCO3)c1=O
 : -13%	29µM*	?
> CC(C)C1=Nc2cccc3cccc(c23)N1
 : 7%	?	?
> CC1CCCCN1C(=S)NC(=O)c1ccco1 (stereo not given)
 : -12%	?	?
> COc1cccc(CNC(=O)CSc2nc3c(oc4ccccc43)c(=O)n2CC2CCCO2)c1 (stereo not given)
 : 1%	-11%	-11%
> O=[N+]([O-])c1ccc(NC2CCN(Cc3ccccc3)CC2)c([N+](=O)[O-])c1
 : 8%	?	21µM*
> CCOC(=O)c1cc(CC)sc1NC(=O)CSc1nc2ccccc2c(=O)n1Cc1ccco1
 : 3%	?	?
> CC(=O)Nc1ccc(C(=O)CSc2nc3ccc(C)cc3[nH]2)cc1
 : 8%	-1%	?
> CNC(=S)NNC(=O)c1ccc(N(C)C)cc1
 : .	4%	17%
> CCN(CC)c1ccc(NC(=O)COCc2cc(-c3ccc4c(c3)OCO4)on2)c(C)c1
 : 14%	?	?
> CCOC(=O)c1cnc2c(C)cc(C)cc2c1Nc1ccc(S(=O)(=O)Nc2ncccn2)cc1
 : 0%	-10%	-3%
> Cc1cccc(NC(=O)NC2CC(=O)N(c3ccc4c(c3)OCCO4)C2)n1 (stereo not given)
 : 7%	5%	-26%
> Cc1ccc(N2C(=O)CC(SCC(=O)Nc3ccc(S(N)(=O)=O)cc3)C2=O)cc1 (stereo not given)
 : 0%	?	?
> CN(C(=O)CC1C(=O)NCCN1Cc1ccc2ccccc2c1)C1CCOCC1 (stereo not given)
 : 4%	5%	5%
> CCCn1c(=O)c2sccc2n2c(CCCC(=O)NCC3CCCO3)nnc12 (stereo not given)
 : 4%	-9%	16%
> O=C(Nc1ccc2c(c1)OCO2)c1noc2c1CCCC2
 : 13%	8%	-25%
> Cc1ccc(SCC(=O)Nc2ccc(-c3nc4ccccc4[nH]3)cc2)cc1
 : 0%	?	?
> CCOc1ccc(-n2ccnc2)nn1
 : 1%	2%	0%
> O=C(NCCc1ccc(Cl)cc1)C(=O)NCC(c1ccco1)S(=O)(=O)c1ccccc1 (stereo not given)
 : 0%	-10%	-9%
> O=C1NC(=S)S/C1=C\c1ccc(SCc2ccco2)o1
 : .	18µM*	?
> COC(CNC(=O)CNC(=S)N(Cc1ccccc1)Cc1cccnc1)OC
 : 6%	-7%	-11%
> Cc1cc(S(=O)(=O)N2CCCC2)ccc1OCC(=O)NCc1ccccc1
 : -6%	?	-26%
> O=C(O)Cc1ccc(S(=O)(=O)N2CCCC2)s1
 : 10µM*	-4%	3%

Arranged by count of non-hydrogen atoms (highest first): some entries from above.
Value order: TDP1 block	DT40 TDP1 CPT	TDP1 cell noCPT
> O=C(Nc1cc(C(F)(F)F)cc(C(F)(F)F)c1)c1ccc(Cn2cc(C(F)(F)F)ccc2=O)cc1
 : 8%	21µM*	16µM*
> CCCn1c(-c2cc(OC)c(OC)c(OC)c2)nc2c1c(=O)[nH]c(=O)n2Cc1ccccc1
 : 3%[0.0935 µM]	3.3µM*	-97%
> Cc1c(Cl)ccc2sc(NC(=O)c3ccc(S(=O)(=O)N4CCCC4)cc3)nc12
 : -5%	-25%	-21%
> CC(C)CN1C(=O)C(=O)N(CC(=O)N2CCN(c3ccccc3)CC2)C1=O
 : -6%[0.505 µM]	-5%	17%
> Cc1ccc(C(=O)NCC(C)NC(=O)c2ccc(C)c(C)c2)cc1C (stereo not given)
 : .	?	26µM*
> Cc1ccc(C(=O)CCC(=O)Nc2ccc(C)cc2C)cc1
 : -4%	-8%	-1%
> C/C(=N\O)C(C)(C)Nc1ccc(Br)cc1
 : .	16%	-26%
